Source: PubChem BioAssay (several laboratories)
PLAP inhibition: PLAP enzyme inhibitors, biochemical, luminescence, HTS (AID 690). Alkaline phosphatase, placental type (Homo sapiens). purified PLAP, luminescent substrate; higher % means a stronger effect. one-dose inhibition, % at 20 µM; IC50 in µM for titrated hits. 0.08% of 96,000 active; in the data active means a potency from the dose series; inactive means the rest, 99 in 100 with inhibition below about 30%; further: strong numbers were not always called active
NFkB transloc inh: inhibitors of IL-1B driven NFkB p65 nuclear import, primary screen, imaging, HUVEC, IL-1B stimulus, high-content imaging; HUVEC IL-1B NFkB p65 nuclear translocation imaging; inhibition, % at 2 µM; 0.43% of 94,000 active; AID 796, 2007;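 active means inhibition above about 30% together with a positive call from visual inspection of the well image, limit read from the data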;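 further: nuclear over cytoplasmic p65 intensity ratio measured by imaging; 0% = IL-1B stimulated DMSO wells and 100% = unstimulated DMSO wells; values of inactives mirror those of a sister screen read the other way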
MRP reversal: reversal of MRP1-mediated doxorubicin resistance, primary screen, H69AR cells, doxorubicin co-treatment | H69AR cells + 2 uM doxorubicin, CellTiter-Glo, 72 h | differential viability (reversal), % at 10 µM | 0.04% of 85,000 active;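 active means viability drop by adding the cancer drug above about 55%, with treated viability meeting a 40% cutoff, limit read from the data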;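 further: viability without doxorubicin minus viability with 2 µM doxorubicin for each compound; larger differential means the compound sensitizes cells more to doxorubicin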
Bcl-B displacement: displacers of TR3 peptide from Bcl-B, primary screen, selectivity assay for Bfl-1 inhibitor project, biochemical, fluorescence polarization; FP displacement of FITC-TR3 peptide from Bcl-B; higher % means a stronger effect; one-dose displacement, % at 20 µM; IC50 in µM for titrated hits; Bcl-2-like protein 10 (Homo sapiens); 0.11% of 96,000 active;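 active means displacement above 50% at 20 µM plus a fluorescence interference ratio under 1.5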;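 further: plate controls were wells without compound for no effect and wells lacking Bcl-B protein for full effect; a part of the inactive calls stands beside numbers as strong as those of hits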
NFkB transloc pot: enhancers of NFkB p65 translocation in HUVEC – imaging, IL-1B stimulus, high-content imaging, primary screen | HUVEC IL-1B NFkB p65 nuclear translocation imaging | activation, % at 2 µM | 0.3% of 94,000 active;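 active means activation above 40%, about the mean plus 3 SD, also judged a hit on visual image review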;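 further: percent activation is computed from the nuclear over cytoplasmic p65 intensity ratio; values of inactives mirror those of a sister screen read the other way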
MRP reversal cytotoxicity: also measured in MRP reversal; calls as there; viability, %; H69AR cells, CellTiter-Glo, 72 h; measured here: cytotoxicity without doxorubicin
MRP reversal with doxorubicin: further read-out of MRP reversal, marked with its call; viability, %; measured here: viability with 2 uM doxorubicin; hits give low values
NFkB transloc inh cell count 2 µM: second read-out of NFkB transloc inh, no call of its own (marks repeat the call); cell count; measured here: cells passing quality filter;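 raw number of nuclei counted in each imaged well without normalization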
NFkB transloc pot cell count 2 µM: further read-out of NFkB transloc pot, marked with its call; cell count; measured here: cells passing quality filter
Starred values were filed as active, the others as inactive.

COc1ccc(CNC(=O)CSCc2cnn(-c3ccccc3)c2-n2cccc2)cc1 was read as PLAP inhibition -211%, NFkB transloc inh -5, MRP reversal -11, Bcl-B displacement -15%, NFkB transloc pot 5, MRP reversal cytotoxicity 85, MRP reversal with doxorubicin 96, NFkB transloc inh cell count 2 µM 124 and NFkB transloc pot cell count 2 µM 124.
Screening Cn1cc(C(=O)c2ccc(Cl)cc2Cl)cc1C(=O)O returned PLAP inhibition -3%, NFkB transloc inh 7, Bcl-B displacement 11%, NFkB transloc pot -7, NFkB transloc inh cell count 2 µM 121 and NFkB transloc pot cell count 2 µM 121.
`COc1ccccc1CNC(=O)CCCn1c(=O)c2ccccc2n(CC(=O)NC2CCCC2)c1=O` gave PLAP inhibition -14%, NFkB transloc inh -11, Bcl-B displacement -5%, NFkB transloc pot 11, NFkB transloc inh cell count 2 µM 167 and NFkB transloc pot cell count 2 µM 167.
For O=C(CN1CCOCC1)Nc1ccccc1 the results were PLAP inhibition 23%, NFkB transloc inh -10, MRP reversal 4, Bcl-B displacement -5%, NFkB transloc pot 10, MRP reversal cytotoxicity 97, MRP reversal with doxorubicin 94, NFkB transloc inh cell count 2 µM 179 and NFkB transloc pot cell count 2 µM 179.
For Cc1ccc(S(=O)(=O)Cc2csc(N)n2)cc1 the results were PLAP inhibition 2%, MRP reversal 1, Bcl-B displacement 6%, MRP reversal cytotoxicity 102 and MRP reversal with doxorubicin 101.
Screening N#C[C@H]1[C@H](c2ccccc2)[C@](C#N)(C(=O)c2ccccc2)[C@@H]2C=Cc3ccccc3N21 returned PLAP inhibition -7%, NFkB transloc inh 22, Bcl-B displacement 22%, NFkB transloc pot -22, NFkB transloc inh cell count 2 µM 77 and NFkB transloc pot cell count 2 µM 77.
Cc1ccc(NC(=S)C2=C(O)c3ccccc3N(C)S2(=O)=O)cc1 was read as PLAP inhibition -11%, NFkB transloc inh 7, Bcl-B displacement 0%, NFkB transloc pot -7, NFkB transloc inh cell count 2 µM 150 and NFkB transloc pot cell count 2 µM 150.
O=C(NCC(=O)N(CC1CCCO1)C(C(=O)NC1CCCCC1)c1ccc(F)cc1)c1ccco1 (stereo not drawn) was read as PLAP inhibition -42%, NFkB transloc inh 7, MRP reversal 14, Bcl-B displacement -1%, NFkB transloc pot -7, MRP reversal cytotoxicity 91, MRP reversal with doxorubicin 77, NFkB transloc inh cell count 2 µM 83 and NFkB transloc pot cell count 2 µM 83.
CCc1ccc(NS(=O)(=O)c2cc(OC)ccc2OC)cc1 was read as PLAP inhibition 4%, NFkB transloc inh -4, MRP reversal -27, Bcl-B displacement -4%, NFkB transloc pot 4, MRP reversal cytotoxicity 64, MRP reversal with doxorubicin 90, NFkB transloc inh cell count 2 µM 112 and NFkB transloc pot cell count 2 µM 112.
COc1ccc(C(=O)NCCCCCC(=O)O)cc1OC was read as PLAP inhibition 10%, NFkB transloc inh 1, MRP reversal 2, Bcl-B displacement -6%, NFkB transloc pot -1, MRP reversal cytotoxicity 95, MRP reversal with doxorubicin 94, NFkB transloc inh cell count 2 µM 57 and NFkB transloc pot cell count 2 µM 57.

6 entries drawn at random from those above:
COc1ccc(CNC(=O)CSCc2cnn(-c3ccccc3)c2-n2cccc2)cc1 was read as PLAP inhibition -211%, NFkB transloc inh -5, MRP reversal -11, Bcl-B displacement -15%, NFkB transloc pot 5, MRP reversal cytotoxicity 85, MRP reversal with doxorubicin 96, NFkB transloc inh cell count 2 µM 124 and NFkB transloc pot cell count 2 µM 124.
COc1ccc(C(=O)NCCCCCC(=O)O)cc1OC was read as PLAP inhibition 10%, NFkB transloc inh 1, MRP reversal 2, Bcl-B displacement -6%, NFkB transloc pot -1, MRP reversal cytotoxicity 95, MRP reversal with doxorubicin 94, NFkB transloc inh cell count 2 µM 57 and NFkB transloc pot cell count 2 µM 57.
`COc1ccccc1CNC(=O)CCCn1c(=O)c2ccccc2n(CC(=O)NC2CCCC2)c1=O` gave PLAP inhibition -14%, NFkB transloc inh -11, Bcl-B displacement -5%, NFkB transloc pot 11, NFkB transloc inh cell count 2 µM 167 and NFkB transloc pot cell count 2 µM 167.
For Cc1ccc(S(=O)(=O)Cc2csc(N)n2)cc1 the results were PLAP inhibition 2%, MRP reversal 1, Bcl-B displacement 6%, MRP reversal cytotoxicity 102 and MRP reversal with doxorubicin 101.
For O=C(CN1CCOCC1)Nc1ccccc1 the results were PLAP inhibition 23%, NFkB transloc inh -10, MRP reversal 4, Bcl-B displacement -5%, NFkB transloc pot 10, MRP reversal cytotoxicity 97, MRP reversal with doxorubicin 94, NFkB transloc inh cell count 2 µM 179 and NFkB transloc pot cell count 2 µM 179.
Screening N#C[C@H]1[C@H](c2ccccc2)[C@](C#N)(C(=O)c2ccccc2)[C@@H]2C=Cc3ccccc3N21 returned PLAP inhibition -7%, NFkB transloc inh 22, Bcl-B displacement 22%, NFkB transloc pot -22, NFkB transloc inh cell count 2 µM 77 and NFkB transloc pot cell count 2 µM 77.

The results go on.
Screening Cc1ccc(C2C(C#N)=C(N)Oc3n[nH]c(-c4ccccc4)c32)o1 (stereo not drawn) returned PLAP inhibition -31%, NFkB transloc inh 6, MRP reversal -11, Bcl-B displacement -1%, NFkB transloc pot -6, MRP reversal cytotoxicity 83, MRP reversal with doxorubicin 94, NFkB transloc inh cell count 2 µM 215 and NFkB transloc pot cell count 2 µM 215.
Screening S=c1[nH]ncn1/N=C/c1ccccn1 returned PLAP inhibition 17%, NFkB transloc inh 14, Bcl-B displacement 7%, NFkB transloc pot -14, NFkB transloc inh cell count 2 µM 186 and NFkB transloc pot cell count 2 µM 186.
`CCOC(=O)c1[nH]c2c(c1C)C(=O)CC(c1ccc(F)cc1)C2` (stereo not drawn) gave PLAP inhibition 5%, MRP reversal 3, Bcl-B displacement -24%, MRP reversal cytotoxicity 100 and MRP reversal with doxorubicin 97.
For CCCNC(=O)c1ccccc1NC(=O)CSCc1ccc(OC)cc1 the results were PLAP inhibition 20%, NFkB transloc inh 10, MRP reversal 16, Bcl-B displacement 0%, NFkB transloc pot -10, MRP reversal cytotoxicity 84, MRP reversal with doxorubicin 68, NFkB transloc inh cell count 2 µM 61 and NFkB transloc pot cell count 2 µM 61.
Screening O=c1cc(-c2ccncc2)oc2ccccc12 returned PLAP inhibition 6%, NFkB transloc inh -10, MRP reversal -5, Bcl-B displacement 4%, NFkB transloc pot 10, MRP reversal cytotoxicity 87, MRP reversal with doxorubicin 92, NFkB transloc inh cell count 2 µM 164 and NFkB transloc pot cell count 2 µM 164.
Screening Cn1c(=O)cc(OCC(=O)NCCCN2CCN(c3cccc(Cl)c3)CC2)c2ccccc21 returned PLAP inhibition -25%, MRP reversal -5, Bcl-B displacement -3%, MRP reversal cytotoxicity 49 and MRP reversal with doxorubicin 54.
CCOC(=O)c1c(NS(C)(=O)=O)sc2c1CCC(C)C2 (stereo not drawn) was read as PLAP inhibition -73%, NFkB transloc inh 4, MRP reversal -6, Bcl-B displacement -14%, NFkB transloc pot -3, MRP reversal cytotoxicity 89, MRP reversal with doxorubicin 95, NFkB transloc inh cell count 2 µM 216 and NFkB transloc pot cell count 2 µM 216.
For CCCOC(=O)c1cccc(NC(=O)c2cccnc2)c1 the results were PLAP inhibition 6%, NFkB transloc inh -10, MRP reversal -7, Bcl-B displacement -9%, NFkB transloc pot 10, MRP reversal cytotoxicity 79, MRP reversal with doxorubicin 85, NFkB transloc inh cell count 2 µM 97 and NFkB transloc pot cell count 2 µM 97.
For CCC(=O)N1CC(C)C(=O)Nc2ccccc21 (stereo not drawn) the results were PLAP inhibition 3%, NFkB transloc inh 2, MRP reversal -6, Bcl-B displacement -23%, NFkB transloc pot -2, MRP reversal cytotoxicity 96, MRP reversal with doxorubicin 102, NFkB transloc inh cell count 2 µM 119 and NFkB transloc pot cell count 2 µM 119.
Screening CCn1nc(CC(=O)Nc2nnc(CC(=O)N3CCCC3)s2)c2ccccc2c1=O returned PLAP inhibition -18%, NFkB transloc inh 9, MRP reversal 3, Bcl-B displacement 3%, NFkB transloc pot -9, MRP reversal cytotoxicity 94, MRP reversal with doxorubicin 91, NFkB transloc inh cell count 2 µM 132 and NFkB transloc pot cell count 2 µM 132.
Screening COc1ccc(-n2c(SCC(=O)NCc3cccs3)nnc2-c2ccoc2C)cc1 returned PLAP inhibition -40%, NFkB transloc inh 3, MRP reversal 13, Bcl-B displacement 3%, NFkB transloc pot -3, MRP reversal cytotoxicity 78, MRP reversal with doxorubicin 64, NFkB transloc inh cell count 2 µM 162 and NFkB transloc pot cell count 2 µM 162.
COc1ccc(S(=O)(=O)N2CCC(C(=O)NCCC3=CCCCC3)CC2)cc1C was read as PLAP inhibition -43%, NFkB transloc inh -19, MRP reversal -43, Bcl-B displacement -5%, NFkB transloc pot 19, MRP reversal cytotoxicity 57, MRP reversal with doxorubicin 99, NFkB transloc inh cell count 2 µM 114 and NFkB transloc pot cell count 2 µM 114.
`CCOc1ccc(C2N(c3ccc(F)cc3)C(=O)C3CCCN32)cc1` (stereo not drawn) gave PLAP inhibition -67%, NFkB transloc inh 7, MRP reversal -5, Bcl-B displacement -34%, NFkB transloc pot -7, MRP reversal cytotoxicity 96, MRP reversal with doxorubicin 101, NFkB transloc inh cell count 2 µM 144 and NFkB transloc pot cell count 2 µM 144.
`COc1cc(OC)cc(C(=O)NCC(=O)N2CCCCC2)c1` gave PLAP inhibition 7%, NFkB transloc inh 12, MRP reversal 9, Bcl-B displacement -7%, NFkB transloc pot -12, MRP reversal cytotoxicity 98, MRP reversal with doxorubicin 89, NFkB transloc inh cell count 2 µM 123 and NFkB transloc pot cell count 2 µM 123.
For Cc1cc(C)c(NC(=O)C2CC(=O)N(c3ccc4c(c3)OCCO4)C2)c(C)c1 (stereo not drawn) the results were PLAP inhibition 0%, NFkB transloc inh -1, Bcl-B displacement 1%, NFkB transloc pot 1, NFkB transloc inh cell count 2 µM 169 and NFkB transloc pot cell count 2 µM 169.
Screening CC(O)CNCc1cccc2ccccc12 (stereo not drawn) returned NFkB transloc inh 12, MRP reversal 12, NFkB transloc pot -12, MRP reversal cytotoxicity 92, MRP reversal with doxorubicin 80, NFkB transloc inh cell count 2 µM 93 and NFkB transloc pot cell count 2 µM 93.
`COc1ccc2c(c1)c1ncn(Cc3ccco3)c(=O)c1n2C` gave PLAP inhibition -28%, NFkB transloc inh -1, MRP reversal -3, Bcl-B displacement -2%, NFkB transloc pot 1, MRP reversal cytotoxicity 56, MRP reversal with doxorubicin 59, NFkB transloc inh cell count 2 µM 66 and NFkB transloc pot cell count 2 µM 66.
Screening Cc1onc(-c2ccccc2Cl)c1C(=O)N1C=CC(C(F)(F)Cl)=NCC1 returned PLAP inhibition 9%, NFkB transloc inh 18, Bcl-B displacement 1%, NFkB transloc pot -18, NFkB transloc inh cell count 2 µM 96 and NFkB transloc pot cell count 2 µM 96.
`COc1ccccc1NC(=O)CC1C(=O)NCCN1C(=O)Nc1ccc(Cl)c(Cl)c1` (stereo not drawn) gave PLAP inhibition -55%, NFkB transloc inh -21, MRP reversal -13, Bcl-B displacement 0%, NFkB transloc pot 21, MRP reversal cytotoxicity 53, MRP reversal with doxorubicin 65, NFkB transloc inh cell count 2 µM 159 and NFkB transloc pot cell count 2 µM 159.
CCCn1c(SCC(=O)NCc2ccco2)nnc1C(C)C was read as PLAP inhibition -55%, NFkB transloc inh 2, MRP reversal 6, Bcl-B displacement -3%, NFkB transloc pot -2, MRP reversal cytotoxicity 91, MRP reversal with doxorubicin 85, NFkB transloc inh cell count 2 µM 118 and NFkB transloc pot cell count 2 µM 118.
Screening COc1cc(NC(=S)NCc2ccco2)cc(OC)c1 returned PLAP inhibition -26%, NFkB transloc inh 23, Bcl-B displacement 32%, NFkB transloc pot -23, NFkB transloc inh cell count 2 µM 140 and NFkB transloc pot cell count 2 µM 140.

This is a subset, so the mix of outcomes need not match the whole.
